p53 reactivation = qHTS assay for re-activators of p53 using a Luc reporter; H1299 p53-A138V BP100-luciferase reporter, luminescence, 24 h; 320,000 compounds, 0.063% hits; AID 504706, 2011; Potency, µM (titrated, usually from 92.2 µM), without a hit: at the highest dose activity change, positive = activation, most hits filed as activators; also: % of control where 0% means no effect; nearly all actives have a fitted effect of over 45% in size
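p53-null H1299 cells stably carrying temperature-sensitive p53-A138V and a BP100-luciferase reporter were pinned with compounds (4-point, 1:5 series) and held 24 hrs at 37 deg C. Luminescence was read 10 min after detection reagent.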
NPC1 prom act = qHTS Assay for NPC1 Promoter Activators; Huh7 NPC1 promoter luciferase reporter, 24 h; Potency, µM (highest dose often 9.22 µM), for the others: top-dose activation, usual class: activators; 320,000 compounds, 2.4% hits; AID 485313, 2010;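 also: % of control where 0% means no effect; nearly all actives have a fitted effect of over 60% in size; reporter is driven by a mutant NPC1 promoter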
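Huh7 cells stably carrying NPC1 promoter–luciferase, plated in Opti-MEM with 10% FBS for 2 h, were exposed to compound in DMSO for 24 h at 37 °C; luciferase reagent was added for 10 min and luminescence read.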
VP16 counter = VP16 counterscreen qHTS for inhibitors of ROR gamma transcriptional activity; Drosophila S2 Gal4-VP16 UAS-luciferase, luminescence, 20 h; Potency, µM (highest dose often 53.6 µM), inactives show at the highest dose activity, negative = inhibition, hits mostly inhibitors; 310,000 compounds, 3.5% hits;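 also: Gal4-VP16 expression switched on by copper sulfate through the metallothionein promoter; % is scaled to controls: 0 for no effect and ±100 for the full control effect; nearly all actives have a fitted effect of over 50% in size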
FLuc modulator = qHTS profiling assay for firefly luciferase inhibitor/activator using purifed enzyme and Km concentrations of substrates (counterscreen for miR-21 project); 360,000 compounds, 6.9% hits; Luciferin 4-monooxygenase (Photinus pyralis), P08659; Potency, µM (top dose mostly 57.5 µM), for the others: top-dose activity change, negative = inhibition, actives largely listed as inhibitors; purified FLuc, Km substrates, luminescence inhibition;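 also: plate controls were vehicle for no effect and reference inhibitor for full effect; nearly all actives have a fitted effect of over 55% in size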
Target sequence (P08659 whole entry, looked up): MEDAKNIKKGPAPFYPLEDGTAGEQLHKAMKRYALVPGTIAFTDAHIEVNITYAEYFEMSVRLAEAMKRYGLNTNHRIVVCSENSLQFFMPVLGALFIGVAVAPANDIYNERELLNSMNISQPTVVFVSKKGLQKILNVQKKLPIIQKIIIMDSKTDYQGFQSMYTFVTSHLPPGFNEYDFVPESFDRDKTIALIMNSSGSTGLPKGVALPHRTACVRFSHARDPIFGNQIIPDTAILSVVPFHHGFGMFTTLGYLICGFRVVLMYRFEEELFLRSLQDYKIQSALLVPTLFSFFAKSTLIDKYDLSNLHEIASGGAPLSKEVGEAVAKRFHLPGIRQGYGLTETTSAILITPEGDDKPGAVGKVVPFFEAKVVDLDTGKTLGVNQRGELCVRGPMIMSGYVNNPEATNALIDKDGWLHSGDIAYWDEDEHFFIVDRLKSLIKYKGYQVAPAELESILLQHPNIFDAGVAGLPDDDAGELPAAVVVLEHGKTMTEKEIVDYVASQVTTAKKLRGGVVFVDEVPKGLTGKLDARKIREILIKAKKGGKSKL
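Purified P. pyralis luciferase (10nM final) with 10uM D-luciferin and 10uM ATP (Km levels) in 50mM Tris acetate pH 7.5, 10mM Mg acetate, 0.01% Tween-20, 0.05% BSA; qHTS 6-point titration, ~60 µM downward; luminescence read.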
Rab9 promoter act = qHTS Assay for Rab9 Promoter Activators; Huh7 Rab9 promoter-luciferase reporter, luminescence, 24 h; Potency, µM (doses to about 9.22 µM), inactives show at the top dose activation, negative = inhibition, hits mostly activators; 320,000 compounds, 2.8% hits; also: % of control where 0% means no effect; nearly all actives have a fitted effect of over 60% in size
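Stable Rab9-luc Huh7, 1500 cells/well, 2 h settle; cmpd in DMSO, 24 h, 37 °C/5% CO2; luciferase reagent 10 min RT; luminescence.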
BRCA1 expr act = qHTS Assay to Identify Small Molecule Activators of BRCA1 Expression; 380,000 compounds, 1.1% hits; AID 624202, 2012; Potency, µM (highest dose often 46.1 µM), inactives show at the top dose activation, usual class: activators; MCF7-BRCA1-FFLuc reporter, luminescence, 48 h; response scale: scaled: vehicle 0%, 10 µM genistein 100%; also: nearly all actives have a fitted effect of over 80% in size; some results filed as inactive show a strong effect at the top dose
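First, MCF7-BRCA1-FFLuc cells (2000/well) attach for 2 h; next, compounds are pin-added and incubated 48 h at 37 °C; finally, luciferase reagent is added and luminescence read after 15 min.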
ELG1 genotoxic = qHTS screen for small molecules that induce genotoxicity in human embryonic kidney (HEK293T) cells expressing luciferase-tagged ELG1; 330,000 compounds, 1.3% hits; HEK293T ELG1-luciferase reporter, luminescence, 16 h; Potency, µM (series often up to 46 µM), inactives show at the top dose activity change, positive = activation, actives largely listed as activators; also: % of control where 0% means no effect; nearly all actives have a fitted effect of over 60% in size
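Genotoxic stress is detected as increased luminescence from luciferase-tagged ELG1 in HEK293T cells, measured with ONE-Glo after a 16 hr treatment at 37 °C.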
RORgamma inh = qHTS for inhibitors of ROR gamma transcriptional activity | Drosophila S2 Gal4-RORgamma UAS-luciferase reporter, 20 h | Potency, µM (doses to about 53.6 µM), inactives show at the highest dose activity change, negative = inhibition, usual class: inhibitors | 310,000 compounds, 5.4% hits | AID 2551, 2010; also: % is scaled to controls: 0 for no effect and ±100 for the full control effect; nearly all actives have a fitted effect of over 60% in size
Target sequence (P51450 whole entry, looked up, the tested form may be a part): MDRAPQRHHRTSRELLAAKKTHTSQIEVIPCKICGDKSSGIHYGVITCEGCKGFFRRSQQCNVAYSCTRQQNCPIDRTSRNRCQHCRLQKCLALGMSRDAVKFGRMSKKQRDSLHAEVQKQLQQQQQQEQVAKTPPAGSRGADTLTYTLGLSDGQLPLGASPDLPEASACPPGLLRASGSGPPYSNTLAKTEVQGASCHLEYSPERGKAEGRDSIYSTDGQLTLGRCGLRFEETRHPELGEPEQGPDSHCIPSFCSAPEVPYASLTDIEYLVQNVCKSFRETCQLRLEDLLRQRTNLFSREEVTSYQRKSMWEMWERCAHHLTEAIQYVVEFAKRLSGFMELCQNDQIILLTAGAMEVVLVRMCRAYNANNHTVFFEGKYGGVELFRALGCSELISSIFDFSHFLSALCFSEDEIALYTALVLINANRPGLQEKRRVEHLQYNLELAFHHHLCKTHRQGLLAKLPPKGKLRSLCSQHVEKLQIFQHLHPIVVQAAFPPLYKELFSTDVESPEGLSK
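Compounds are pin-transferred onto Drosophila Schneider cells expressing a copper-inducible Gal4–ROR gamma transactivation domain fusion. After 1 hr, copper sulfate is added to 700 uM final; luciferase is read 20 hr later.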
MBNL1 CUG block = qHTS Assay for Inhibitors of MBNL1-poly(CUG) RNA binding; TR-FRET MBNL1-His/biotin-(CUG)12 binding, 665/545 ratio; Potency, µM (top dose mostly 57.5 µM), inactives show at the top dose activity change, negative = inhibition, hits mostly inhibitors; 280,000 compounds, 0.036% hits; AID 2675, 2010; active = well fitted inhibition curve with a large enough effect in the signal ratio, with a control signal flat, not every such curve was filed as active; inconclusive = small, poorly fitted or top-dose-only effect, or effect the other way, or a change in a side signal; inactive = no such curve, though single readings can be large or run the other way; the % refers to the signal ratio; also: % is scaled to controls: 0 for no effect and ±100 for the full control effect
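TR-FRET readout: Ex 340 nm, 665/545 nm emission ratio, normalized to buffer-only (basal) and MBNL1-(CUG)12 controls. Complex of MBNL1-His with Biotin-(CUG)12, compounds 92 nM–58 uM, incubated 60 min at room temperature.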
MLL CXXC-DNA inh = qHTS Fluorescence Polarization Assay for Inhibitors of MLL CXXC domain - DNA interaction. MLL-CXXC / FITC-HOXA9 DNA fluorescence polarization. Potency, µM (highest dose often 115 µM), inactives show at the highest dose activity change, negative = inhibition, usual class: inhibitors. 290,000 compounds, 0.037% hits. Histone-lysine N-methyltransferase 2A (Homo sapiens), Q03164. AID 2662, 2010; active = well fitted inhibition curve with a large enough effect in the polarisation, with a control signal flat, not every such curve was filed as active; inconclusive = small, poorly fitted or top-dose-only effect, or effect the other way, or a change in a side signal; inactive = no such curve, though single readings can be large or run the other way; the % refers to the polarisation
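Purified MLL-CXXC (added from a 7 uM solution) was preincubated 5 min at ambient with pinned compounds in 50 mM Tris-HCl pH 7.5, 50 mM NaCl, 1 mM DTT, 0.05% BSA. Fluorescein-labeled HOX-A9 DNA (50 nM solution) followed, 30 min, then polarization read.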
uPA generation = qHTS for Inhibitors of Cell Surface uPA Generation; AID 540303, 2011; 330,000 compounds, 0.31% hits; Potency, µM (highest dose often 38.3 µM), for the others: at the highest dose activity change, negative = inhibition, usual class: inhibitors; cell surface uPA generation assay, qHTS; active = well fitted inhibition curve with a large enough effect; inconclusive = small, poorly fitted or top-dose-only effect; inactive = no such curve, though single readings can be large or run the other way; tested in mouse RAW 264.7 cells; also: % is scaled to controls: 0 for no effect and ±100 for the full control effect; nearly all actives have a fitted effect of over 55% in size
* hit, by the source's call; ? = inconclusive; · = no result given; [ ] = another dose, or the depositor's remark. Unless noted, calls follow the shape of the dose curve; as a rule, active = well fitted curve in the direction sought with a large enough effect; inconclusive = small, poorly fitted or top-dose-only effect, or another doubt; inactive = no such curve, though single readings can be large; an effect the other way counts as inactive or inconclusive. Potency is read from the fitted curve at half-maximal effect. This is a subset (hit frequency here may not be typical).

SMILES	p53 reactivation	NPC1 prom act	VP16 counter	FLuc modulator	Rab9 promoter act	BRCA1 expr act	ELG1 genotoxic	RORgamma inh	MBNL1 CUG block	MLL CXXC-DNA inh	uPA generation
O=C(c1ccccc1)c1cc(-c2ccccn2)c(N2CCOCC2)s1	-14%	-1%	2%	2%	3%	0%	0%	13%	?	5%	0%
Cc1onc(-c2ccccc2)c1C(=O)Nc1ccc(OC(C)C)cc1	4%	-1%	3%	-1%	1%	0%	3%	-17%	0%	0%	11%
Cc1ccc(NC(=O)c2ccc(NC3=NC4CS(=O)(=O)CC4S3)cc2)cc1 (configuration not stated)	-7%	-2%	4%	-11%	-3%	12%	5%	-8%	-7%	-2%	4%
Cc1ccccc1C(=O)Oc1ccc2ccc(O)cc2c1	·	?	-23%	6.7µM*	-3%	?	5.8µM*	-18%[1.91 µM]	-4%	14%	1%
Cc1ccc(-c2ccc(/C=N/N3C(=O)C4C5C=CC(C6CC56)C4C3=O)o2)c([N+](=O)[O-])c1 (configuration not stated)	10%	1%	4%	?	-3%	2%	0%	36%	?	-2%	-8%
Cc1occc1C(=O)OCC(=O)Nc1ccc(F)cc1	19%	24%	-1%	?	?	12%	?	22%[10 µM]	-4%	0%	1%
COc1cc(/C=C/C(=O)O)ccc1OS(=O)(=O)c1ccc(C)cc1	1%	-2%	-18%	?	13%	-7%	1%	5%	-1%	3%	2%
CC1CCc2c(sc3ncn(CCO)c(=O)c23)C1 (configuration not stated)	4%	?	-2%	17µM*	2.5µM*	?	21µM*	12%	3%	-10%	-1%
Cc1nnc(NC(=O)CSc2nnc(Cc3cccn3C)n2-c2ccccc2)s1	-6%	-1%	25%	0%	-3%	5%	-2%	-12%	5%	0%	-6%
CCOc1ccc(CCNC(=O)c2nn(C)c3c2CS(=O)(=O)c2ccccc2-3)cc1OCC	-14%	3%	-15%	2%	2%	-31%	-13%	-1%	-4%	-5%	-2%
O=C(NCC1CCCO1)c1ccc(S(=O)(=O)N2CCC(c3nc4ccc(Cl)cc4[nH]3)CC2)cc1 (configuration not stated)	-17%	-1%	0%	0%	2%	-12%	-8%	?	-2%	-7%	-4%
Cn1cnc2cc(NC(=O)COc3ccccc3)ccc21	24%	12%	19%	24µM*	24%	16%	?	-15%	-2%	1%	-3%
CC(CCc1ccccc1)NC(=O)COC(=O)c1cccc2ccccc12 (configuration not stated)	2%	1%	-1%	-1%	2%	2%	0%	5%	22%	11%	3%
Cc1c2c(nc3nnnn13)CCCC2	-5%	-2%	9%	-1%	0%	2%	-1%	18%	-4%	10%	-1%
CCSCCC(NC1=CC(=O)CC(C)(C)C1)C(=O)O (configuration not stated)	20%	2%	-2%[0.365 µM]	6%	2%	50%	?	7%	-7%	3%	-3%
O=C(N/N=C/c1cn(-c2ccccc2)nc1-c1cc2ccccc2o1)c1c[nH]c2ccccc12	?	1.8µM*	-1%	1.9µM*	1.4µM*	79%	?	?	0%	10%	-2%
Cc1nn(-c2ccccc2)c(C)c1/C=N/n1c(-c2ccccc2Br)n[nH]c1=S	-3%	-1%	-9%	?	-2%	-52%	-2%	?	3%	-8%	-7%
Cc1ccccc1C1NS(=O)(=O)N=C1N (configuration not stated)	-4%	-1%	-6%	-1%	0%	0%	0%	-4%	-8%	-5%	1%
COC(=O)CCSCC(=O)Nc1ccc(C)c(S(=O)(=O)N2CCCCC2)c1	0%	-3%	-5%	4%	-3%	-3%	-8%	-2%	-15%	5%	3%
CCOC(=O)CSc1nnc([C@H](Cc2ccccc2)NC(=O)OC(C)(C)C)o1	-12%	-9%	-3%	0%	1%	21%	1%	-7%	-9%	-4%	·
Cc1ccc(N(CC(=O)NCC2CCCO2)S(=O)(=O)c2ccc(Cl)cc2)cc1C (configuration not stated)	-10%	2%	-5%	-3%	-2%	-6%	-4%	-11%	1%	9%	-9%
OCCNCCCCSc1ccc(Cl)cc1	4%	-2%	1%	4%	-12%	-21%	-5%	-19%	-7%	-17%	8.9µM*
COc1ccccc1N1CCN(/N=C/c2cc(OC)c(OC(C)=O)c(OC)c2)CC1	?	3%	-7%	-12%	-1%	75%	-2%	15%	-7%	0%	26%
Cc1c(C2(c3c(C)n(C)n(-c4ccccc4)c3=O)C(=O)Nc3ccc(F)cc32)c(=O)n(-c2ccccc2)n1C	-3%	0%	-8%	-1%	?	-10%	-4%	32%	-5%	9%	-4%
CCc1cc(=S)n2c([nH]c3ccccc32)c1C#N	-6%	0%	3%	24µM*	-8%	-64%	-17%	?	23%	36%[activator]	-3%
O=C(NCCc1ccccc1)C1CCN(C2CCN(C(=O)CC3=CCCCC3)CC2)CC1	3%	-9%	-24%	3%	-11%	2%	-6%	43%	-5%	-5%	-5%
CCOc1cc(C2C3=C(CCCC3=O)N(CCC(=O)O)C3=C2C(=O)CCC3)ccc1OS(=O)(=O)c1ccc(C)cc1	0%	-2%	-2%	2%	-3%	-4%	-2%	-3%	22%	1%	1%
O=C1CN(C(=O)CNC(=O)c2cccc(Cl)c2)c2ccccc2N1	0%	4%	1%[10 µM]	-2%	-1%	-10%	-3%	12%	-3%	-5%	7%
Cc1cccc(N2C(=O)CC(N3CCN(C(=O)c4ccccc4)CC3)C2=O)c1 (configuration not stated)	7%	-3%	-14%	-1%	-7%	0%	1%	0%	3%	-1%	5%
CN(CC(=O)Nc1cccc(F)c1)C(=O)c1ccc(N2CCCC2)c([N+](=O)[O-])c1	-12%	-4%	·	1%	-1%	-22%	15%	·	·	·	-1%
CCOC(=O)CSC1=C(C#N)C(c2ccccc2Cl)C(C(=O)OC)C(=O)N1 (configuration not stated)	-16%	-1%	0%	3%	1%	-1%	5%	24%	-16%	-8%	0%
CCOC(=O)/C(N=Nc1ccc2c(c1)OCO2)=C(\C)O	15%	4µM*	10%	13µM*	2.5µM*	?	?	22%	?	3%	-5%
COC(=O)NNC(=O)C(C)Oc1ccc(Cl)cc1Cl (configuration not stated)	-5%	11%	7%	3%	-11%	11%	3%	9%	-3%	9%	·
O=c1c2ccccc2nnn1-c1ccc(Br)cc1	10%	3.2µM*	2%	?	2.2µM*	4.5µM*	?	-4%	18%	7%	-1%
CCC(CC)NC(=O)CC(c1ccccc1)c1ccccc1	-1%	-3%	8%	4%	0%	-22%	-7%	-16%	-1%	1%	-3%
CC1=C(C(=O)N2CCOCC2)C(c2cc(C)cs2)NC(=O)N1 (configuration not stated)	6%	-3%	-12%	13%	-6%	-7%	1%	-10%	-15%	2%	4%
COC(=O)c1cc(S(=O)(=O)NCCN2CCOCC2)cn1C	6%	3%	?	3%	1%	-2%	4%	-13%	-1%	1%	5%
CCCCC(=O)Nc1nc2c(s1)COc1ccccc1-2	1%	?	-13%	?	?	18%	7%	?	226%[activator]	·	-2%
COc1ccc(OCC(=O)Nc2cc(-c3nn4c(C)nnc4s3)ccc2C)cc1	0%	1%	2%	6%	6%	-6%	1%	21%	1%	-3%	11%
CSC(=NS(=O)(=O)c1ccc(C)cc1)SC	0%	-1%	-5%	-2%	3%	0%	4%	22%	-12%	7%	-6%
CCOC(=O)c1sc2nc[nH]c(=O)c2c1C	6%	2%	7%	-2%	2%	23%	5%	40%	2%	13%	-3%
Cn1c(=O)c(Sc2ccc(Cl)cc2)c(O)c2ccccc21	-4%	1%	22%	1%	0%	-18%	0%	-1%	22%	1%	11%
c1ccc(-c2nc(N3CCCCCC3)c3ccccc3n2)nc1	-12%	-24%	2.5µM*	-16%	-35%[inhibitor]	-57%	-7%	1.1µM*	18%	44%[activator]	-14%

Three entries out of the list, arranged by formula weight, low to high:
SMILES	p53 reactivation	NPC1 prom act	VP16 counter	FLuc modulator	Rab9 promoter act	BRCA1 expr act	ELG1 genotoxic	RORgamma inh	MBNL1 CUG block	MLL CXXC-DNA inh	uPA generation
CCOC(=O)c1sc2nc[nH]c(=O)c2c1C	6%	2%	7%	-2%	2%	23%	5%	40%	2%	13%	-3%
CCCCC(=O)Nc1nc2c(s1)COc1ccccc1-2	1%	?	-13%	?	?	18%	7%	?	226%[activator]	·	-2%
CCC(CC)NC(=O)CC(c1ccccc1)c1ccccc1	-1%	-3%	8%	4%	0%	-22%	-7%	-16%	-1%	1%	-3%

Bioassay records (PubChem BioAssay)
